# HT1080 IDH1KD tx: toxicity to HT-1080 IDH1 knockdown cells (counter line) | AID 686971 | 360,000 compounds, 2% hits | HT-1080 IDH1 knockdown viability, ATP luminescence, 48 h | Potency, µM (highest dose often 46.1 µM), for the others: at the top dose activity, negative = toxicity, usual class: cytotoxic;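 note: potency is the fitted concentration of half-maximal effect; 0% = DMSO wells and -100% = cell-free medium wells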
#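 Cytotoxicity counter-line: IDH1KD HT-1080, 48 h, CellTiter-Glo. Curves classed by r2, magnitude and activity.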
# KB-3-1 cytotox: kills parental KB-3-1 adenocarcinoma cells; Potency, µM (doses to about 46.1 µM), inactives show top-dose activity change, negative = cytotoxic, actives largely listed as cytotoxic; 400,000 compounds, 1.4% hits; KB-3-1 viability, CellTiter-Glo ATP luminescence, 72 h; AID 1347075; note: potency is the fitted concentration of half-maximal effect; % is set by controls: 0 for no effect and ±100 for the full control effect; nearly all actives have a fitted effect of over 60% in size
#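 Using CellTiter-Glo luminescence, growth of non-resistant KB-3-1 adenocarcinoma cells is assessed 72 h after pin-tool compound addition at 37 °C. Normalized responses across the concentration series yield fitted curves.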
# IL1B secr inh: blocks inflammasome-driven IL-1 beta release; activity change, % at 57.5 µM; THP-1 LPS/ATP IL-1B secretion, AlphaLISA, 16 h; stronger effect = lower value; 360,000 compounds, 4.7% hits; in the data active = activity change below about -50%; inconclusive = mostly about -30% to -49%; note: % is set by controls: 0 for no effect and ±100 for the full control effect
#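 THP-1 cells pretreated 1 hr with compounds (up to 57.5 uM final), then stimulated with LPS (250 ng/mL final) plus ATP (1.25 mM final); secreted IL-1B measured by AlphaLISA after 16 hr, decreased signal indicating inhibition.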
# HT1080-NT tox: kills 2HG-producing HT-1080-NT fibrosarcoma cells; HT-1080-NT fibrosarcoma viability, CellTiter-Glo ATP luminescence, 48 h; Potency, µM (highest dose often 46.1 µM), for inactives: at the top dose activity, negative = less viability, most hits filed as cytotoxic; 360,000 compounds, 1.6% hits; AID 686970;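 note: NT is the 2HG producing partner of a matched IDH1 knockdown line; potency is the fitted concentration of half-maximal effect; 0% = DMSO-treated cells and -100% = media-only wells without cells; nearly all actives have a fitted effect of over 55% in size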
#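 Toxicity toward the 2HG-producing NT line was scored as %Activity, normalised to DMSO and no-cell wells, from CellTiter-Glo luminescence after 48 hours' treatment.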
# SW480 rereplic: DNA re-replication induction in SW480 cells; SW480 DNA re-replication, Hoechst DNA content imaging, 48 h; Potency, µM (series often up to 46.1 µM), inactives show top-dose re-replication activation, actives largely listed as activators; 340,000 compounds, 1.8% hits; AID 624297; note: potency is the fitted concentration of half-maximal effect; % of control where 0% means no effect; nearly all actives have a fitted effect of over 55% in size
#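 SW480 cells exposed to compounds for 48 hr at 37 C, 5% CO2, then Hoechst-stained 40 min. Nuclear DNA content imaged by fluorescence scanning (405 nm excitation, 500-530 nm emission); re-replication scored as increased high-intensity nuclei.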
# D3 ag: activates the human D3 dopamine receptor; D3R DiscoveRx beta-arrestin cells, luminescence, 90 min; max activation, %; 410,000 compounds, 0.58% hits; AID 652048; in the data active = max activation above about 30%; note: 0% is about no effect; mostly tested at two doses, the higher about 12 µM
# Target sequence (P35462 whole entry, looked up): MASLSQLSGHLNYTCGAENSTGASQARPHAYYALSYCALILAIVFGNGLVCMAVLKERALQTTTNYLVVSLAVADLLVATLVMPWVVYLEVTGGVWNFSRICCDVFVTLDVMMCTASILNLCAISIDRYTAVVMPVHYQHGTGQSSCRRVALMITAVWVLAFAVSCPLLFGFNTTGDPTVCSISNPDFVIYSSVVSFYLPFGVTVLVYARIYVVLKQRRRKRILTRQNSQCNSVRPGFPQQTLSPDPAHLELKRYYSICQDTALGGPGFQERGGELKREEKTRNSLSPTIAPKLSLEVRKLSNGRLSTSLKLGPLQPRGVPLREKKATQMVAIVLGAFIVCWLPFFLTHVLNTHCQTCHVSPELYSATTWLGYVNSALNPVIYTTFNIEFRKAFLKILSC
#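 Agonist mode: compounds and dopamine controls were applied to plated cells for 90 min at 37 degrees C after an overnight attachment at 1500 cells/well. Luminescent read-out followed 30 - 60 minutes at room temperature with DiscoveRx detection reagent.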
# KB-V1 cytotox: KB-V1 MDR subline cytotoxicity; KB-V1 MDR cells viability, CellTiter-Glo, 72 h; Potency, µM (highest dose often 46.1 µM), without a hit: top-dose activity change, negative = cytotoxicity, usual class: cytotoxic; 400,000 compounds, 3.4% hits; AID 1347076; note: potency is the fitted concentration of half-maximal effect; % is set by controls: 0 for no effect and ±100 for the full control effect; nearly all actives have a fitted effect of over 60% in size
#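 Cytotoxicity via CellTiter-Glo luminescence after 72 h compound exposure at 37 degrees C. Cells: drug-selected KB-V1 line, DMEM phenol-red free plus 10% FBS. Compounds tested at multiple concentrations; normalized data fitted to concentration-effect curves.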
# GLP1R ag: activates the human GLP-1 receptor; P43220; HEK293 GLP-1R CRE-luciferase, luminescence, 4-6 h; cells express a hypersensitive GLP-1R form; Potency, µM (highest dose often 45.6 µM), for the others: at the highest dose activation, actives largely listed as activators; 380,000 compounds, 0.007% hits; AID 624172; note: potency is the fitted concentration of half-maximal effect; % of control where 0% means no effect
# Target sequence (P43220 whole entry, looked up): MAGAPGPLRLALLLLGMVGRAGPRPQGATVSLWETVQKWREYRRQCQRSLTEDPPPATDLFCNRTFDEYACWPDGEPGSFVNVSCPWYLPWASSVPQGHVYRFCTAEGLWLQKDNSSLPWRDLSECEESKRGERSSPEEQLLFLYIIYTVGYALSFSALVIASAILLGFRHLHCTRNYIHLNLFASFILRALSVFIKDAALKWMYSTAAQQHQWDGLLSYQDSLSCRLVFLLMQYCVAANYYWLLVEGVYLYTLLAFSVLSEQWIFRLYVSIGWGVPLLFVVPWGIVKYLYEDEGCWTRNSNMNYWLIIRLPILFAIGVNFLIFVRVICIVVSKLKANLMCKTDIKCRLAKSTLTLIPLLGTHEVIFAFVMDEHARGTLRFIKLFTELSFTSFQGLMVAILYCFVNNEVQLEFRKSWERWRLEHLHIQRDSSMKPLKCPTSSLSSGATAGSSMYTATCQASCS
# DRD3 antagonist: D3 dopamine receptor (human) antagonism; P35462; D3R cells, DiscoveRx beta-arrestin luminescence, antagonist mode; stronger effect = lower value; max response, negative = inhibition, %; 360,000 compounds, 2.5% hits; AID 652054; in the data active = max response below about -50%; inconclusive = no clear call, values can overlap the other calls; note: % is set by controls: 0 for no effect and ±100 for the full control effect; mostly tested at two doses, the higher about 12 µM
#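 Cells expressing the human receptor were seeded at 1500 cells/well, incubated overnight at 37 degrees C in 5% CO2, then exposed to library compounds with dopamine controls for 90 minutes at 37 degrees C before luminescent detection.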
# Numbers without * were called inactive; ? = inconclusive; . = not tested or not shown; [ ] = dose if it differs, or a comment. Unless noted, calls come from the whole dose curve; as a rule, active = well fitted curve in the direction sought with a large enough effect; inconclusive = small, poorly fitted or top-dose-only effect, or another doubt; inactive = no such curve, though single readings can be large; an effect the other way counts as inactive or inconclusive.
SMILES,HT1080 IDH1KD tx,KB-3-1 cytotox,IL1B secr inh,HT1080-NT tox,SW480 rereplic,D3 ag,KB-V1 cytotox,GLP1R ag,DRD3 antagonist
CC(C)(C)NC(=O)/C(=C\c1cccnc1)NC(=O)c1ccco1,11%,16%,12,15%,-6%,-17,-5%,-4%,21
CCOC(=O)CSc1nnc(Cn2c(=O)sc3ccccc32)n1-c1ccccc1C,0%,0%,5,19%,1%,-10,-7%,12%,11
O=C(Nc1cccc(C(=O)N2CCCC2)c1)c1ccccc1Cl,-1%,0%,21,4%,-9%,15,-13%,-1%,-21
COc1ccc(N2CCN(S(=O)(=O)c3ccc4c(c3)NC(=O)C(C)S4)CC2)cc1 (stereo not drawn),?,?,-26,-13%,5%,19,-2%,2%,10
CC(=O)c1ccc(NC(=O)C(C)OC(=O)CCCN=C2NS(=O)(=O)c3ccccc32)cc1 (stereo not drawn),4%,7%,-3,2%,-5%,1,11%,-3%,2
c1ccc2c(c1)oc1c(NCCN3CCOCC3)ncnc12,2%,-14%,-5,-10%,1%,-33,23µM*,22%,9
COc1ccc(C(=O)N/C(=C\c2ccccc2)C(=O)NCc2cccnc2)cc1,2%,-25%,11,0%,-11%,0,0%,7%,2
COCCNC(=O)c1ccc(-c2ccc(OC)cc2C)c2ccoc12,-16%,0%,-30,-63%,.,12,0%,-1%,84
CC(C)C(=O)Nc1cccnc1,1%,1%,0,2%,-2%,0,4%,-6%,14
O=C(N/N=C/c1cccnc1)c1ccccc1NS(=O)(=O)c1cccs1,-10%,-1%,17,-9%,-4%,-7,-3%,0%,-12
CCCn1c(SCC(=O)Nc2ccc3c(c2)OCCO3)n[nH]c1=O,26%,0%,3,-1%,0%,-1,?,-2%,-29
C[C@H]1CN([C@@H](C)CO)C(=O)Cc2cc(NS(C)(=O)=O)ccc2O[C@@H]1CN(C)CC1CC1,10%,5%,-1,12%,-3%,6,26%,-5%,22
Cc1cc(CN2CCCCC2C(=O)Nc2ccc(Oc3cccnc3)cc2)oc1C (stereo not drawn),-3%,?,-3,-1%,17%,0,5%,-4%,18
CSc1ccccc1C(=O)C1CCCN(C(=O)CCc2cccnc2)C1 (stereo not drawn),3%,10%,22,3%,-1%,4,-25%,24%,25
Cc1cc(=O)oc2cc(OC(C)C(=O)Nc3ccc(N4CCCCC4)cc3)ccc12 (stereo not drawn),-2%,-12%,5,-10%,1%,-22,-2%,2%,-8
COc1ccc(OC)c(C2=Nn3c(nnc3-c3ccncc3)SC2)c1,-6%,7%,-13,?,?,-12,-5%,19%,-14
CCOc1cc(/C=C/C(=O)OCC(=O)N(CC)C2CCS(=O)(=O)C2)cc(Cl)c1OC (stereo not drawn),16%,-5%,3,14%,.,2,10%,4%,12
Oc1ccc(/C=N/NC2=NCCCCC2)c(O)c1,6%,0%,2,5%,-5%,-4,0%,-2%,-25
Cc1cccnc1NC(=O)Nc1cccc(C(F)(F)F)c1,4%,1%,41,-1%,14%,0,3%,1%,1
O=C(NNC(=O)c1ccc(SCC2CCCO2)c([N+](=O)[O-])c1)c1ccc(Cl)c([N+](=O)[O-])c1 (stereo not drawn),?,-17%,-16,?,7%,-12,4%,-3%,?

# Individual results from the entries so far.
# Result of CC(C)C(=O)Nc1cccnc1 in KB-3-1 cytotox: 1%
# Result of Cc1cccnc1NC(=O)Nc1cccc(C(F)(F)F)c1 in DRD3 antagonist: 1
# Result of CCCn1c(SCC(=O)Nc2ccc3c(c2)OCCO3)n[nH]c1=O in IL1B secr inh: 3

# (list continues)
SMILES,HT1080 IDH1KD tx,KB-3-1 cytotox,IL1B secr inh,HT1080-NT tox,SW480 rereplic,D3 ag,KB-V1 cytotox,GLP1R ag,DRD3 antagonist
CCC(C)Sc1nc2c(c(=O)[nH]c(=O)n2C)n1C (stereo not drawn),-1%,-24%,15,-1%,-6%,-3,?,18%,-18
O=C(N(c1ccccn1)c1ccccn1)C12CC3CC(CC(Cl)(C3)C1)C2,7%,2%,26,-1%,-5%,0,-14%,6%,17
COC(=O)c1cnc2c(c1C(=O)OC)c(=O)n(C)c(=O)n2C,29%,22%,21,8%,-38%[inhibitor],1,?,-24%,37
Cc1cccn2c(=O)c(C=NCCO)c(NCc3ccco3)nc12,0%,-4%,54,-7%,1%,-3,?,10%,4
O=C1c2ccccc2S(=O)(=O)N1CCCN1C(=O)c2ccccc2S1(=O)=O,5%,-19%,7,2%,0%,1,10%,-3%,-22
Cc1cc(NS(=O)(=O)c2ccc(NC(=O)c3cnc4scc(C)n4c3=O)cc2)nc(C)n1,4%,0%,26,1%,-14%,-1,-4%,-2%,-9
CCOc1cc(S(=O)(=O)NC2CCCCC2)ccc1F,-5%,?,18,8%,0%,6,-17%,-4%,6
Cc1cccc(-n2nc3c(c2NC(=O)c2ccc(S(=O)(=O)N4CCOCC4)cc2)CSC3)c1C,7%,4%,-11,6%,2%,2,-22%,0%,3
O=C(CCN1C(=O)[C@@H]2Cc3ccccc3CN2C1=O)N[C@@H](C(=O)O)c1ccccc1,10%,0%,4,12%,1%,-2,0%,-5%,23
COc1ccc(CNC(=O)C(C)OC(=O)CO/N=C(\C)c2ccc3c(c2)OCO3)cc1 (stereo not drawn),20%,-10%,1,-2%,?,-5,-9%,2%,-12
Nc1nnc(SCC(=O)OCC(=O)c2ccccc2Br)s1,10%,11%,-28,10%,0%,-27,-4%,0%,-58*
O=C(CN1C=NS(=O)(=O)c2ccc(C(F)(F)F)cc21)Nc1cccc(C(F)(F)F)c1,.,-11%,.,.,.,-6,-13%,-5%,.
CCN(CC)C(=O)c1cc(Cl)ccn1,2%,8%,-8,20%,2%,-18,-1%,-1%,?
COc1ccc(C=C2CCc3ccccc3C2=O)cc1,?,-2%,1,?,.,-7,0%,-10%,-8
C=CCOc1ccc(/C(O)=C2/C(=O)C(=O)N(CCCn3ccnc3)C2c2cccs2)cc1 (stereo not drawn),17%,-2%,8,15%,-3%,2,23%,12%,5
N/C(=N\OC(=O)COc1ccc2ccccc2c1)c1ccncc1,-7%,-17%,-15,-6%,3%,1,-9%,18%,18
CCOC(=O)c1ccc(S(=O)(=O)NC2CC2)cc1,-1%,7%,5,6%,-8%,8,12%,15%,-1
CCc1nnc(NS(=O)(=O)c2ccc(NC(=S)NC(=O)c3ccc(OC)cc3)cc2)s1,-14%,12%,2,0%,-42%[inhibitor],0,?,7%,-19
CCCn1cc(NC(=O)C2CC(c3cccc(Br)c3)=NO2)cn1 (stereo not drawn),-2%[9.24 µM],18%,20,?,16µM*,8,9%,14%,-17
CC(=O)c1c(O)cc(C)n(Cc2ccccc2)c1=O,0%,27%,-17,8%,-6%,1,?,4%,13
CC1CCCC(C)N1/N=C/c1cc(Br)cc(Br)c1O (stereo not drawn),3%,4%,0,7%,.,-9,9%,-7%,-62*
Cc1nc(COc2cccc(Cl)c2)sc1C(=O)/C=C/N(C)C,-13%,?,?,-24%,0%,2,-12%,6%,9
Cc1n[nH]c(=O)nc1NCC1CCCO1 (stereo not drawn),2%,-15%,-12,8%,-7%,6,9%,-7%,0
COC(=O)[C@]1(Sc2ccc(C)cc2)CC(=O)N[C@@H]1c1ccco1,-4%,3%,-12,-3%,.,-8,7%,8%,-69*
COc1ccc(C2c3ccc(O)cc3Oc3ncn4nc(-c5cccnc5)nc4c32)cc1OC (stereo not drawn),15µM*,?,-25,16µM*,?,16,-30%,?,4
COCCn1c(SCc2nc3cc(OC)c(OC)cc3c(=O)[nH]2)nnc1-c1ccncc1,-5%,-3%,6,0%,5%,-10,-20%,0%,0
O=C(CSc1nccn1-c1ccccc1)NO,1%,-5%,-3,8%,-3%,5,5%,-2%,17
Cc1cc(C)c(C)c(S(=O)(=O)N[C@@H](C)C(=O)OCC(=O)NC2CCCC(C)C2C)c1C (stereo partly drawn),6%,-13%,24,0%,-4%,4,-13%,14%,-2
Cc1ccc(C(=O)C(C)OC(=O)c2ccccc2[N+](=O)[O-])cc1 (stereo not drawn),0%,5%,-26,0%,1%,1,-23%,4%,-8
Brc1cccc(CNn2cnnc2)c1,10%,-3%,17,11%,-2%,7,18%,2%,-17
CC1CCCC(C)N1C(=O)COC(=O)c1ccc2ccccc2n1 (stereo not drawn),6%,-1%,2,0%,1%,-10,-3%,1%,?
CCOc1ccc(Cl)cc1C1CC(=O)Nc2cc(OC)c(OC)c(OC)c21 (stereo not drawn),.,8%,.,.,.,3,16%,-1%,.
Cc1ccc(S(=O)(=O)CCC(=O)OCC(=O)c2ccc(F)cc2)cc1,2%,12%,16,9%,2%,15,54%,-1%,10
CN(CCC1CCCCO1)C(=O)CCc1nnc(C2CCCCC2)o1 (stereo not drawn),-1%,-1%,3,15%,0%,7,-22%,-2%,13
CC(=O)OCC(=O)c1ccc2ccn(C(C)=O)c2c1,5%,3%,-4,6%,9%,4,10%,-5%,9
Cc1ccc(N2C(=O)N(CC(=O)NCc3ccc(Cl)cc3)C(=O)C2C)cc1 (stereo not drawn),0%,0%,-9,-13%,4%[9.22 µM],-2,-14%,-2%,-4
CC(C)(C)c1ccc(NC(=O)CC2(C(F)(F)F)OCCO2)cc1,-2%[9.24 µM],12%,20,-1%,18%,-6,-3%,-2%,-20
CN(CC(=O)Nc1cccc(F)c1)CC(=O)N(C)c1c(N)n(Cc2ccccc2)c(=O)[nH]c1=O,5%,8%,-4,5%,-16%,-7,0%,0%,-8

# Source: PubChem (National Center for Advancing Translational Sciences (NCATS))
